hcGAS inh – Primary biochemical luminescence assay for human cyclic GMP-AMP synthase inhibitors. Q8N884. recombinant h-cGAS, ATP depletion, Kinase-Glo luminescence. inhibition, % at 12.5 µM. hit rate 0.081% among 290,000;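 further: 0% = vehicle reaction and 100% = reaction without DNA for no activity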
Target sequence (Q8N884 whole entry, looked up): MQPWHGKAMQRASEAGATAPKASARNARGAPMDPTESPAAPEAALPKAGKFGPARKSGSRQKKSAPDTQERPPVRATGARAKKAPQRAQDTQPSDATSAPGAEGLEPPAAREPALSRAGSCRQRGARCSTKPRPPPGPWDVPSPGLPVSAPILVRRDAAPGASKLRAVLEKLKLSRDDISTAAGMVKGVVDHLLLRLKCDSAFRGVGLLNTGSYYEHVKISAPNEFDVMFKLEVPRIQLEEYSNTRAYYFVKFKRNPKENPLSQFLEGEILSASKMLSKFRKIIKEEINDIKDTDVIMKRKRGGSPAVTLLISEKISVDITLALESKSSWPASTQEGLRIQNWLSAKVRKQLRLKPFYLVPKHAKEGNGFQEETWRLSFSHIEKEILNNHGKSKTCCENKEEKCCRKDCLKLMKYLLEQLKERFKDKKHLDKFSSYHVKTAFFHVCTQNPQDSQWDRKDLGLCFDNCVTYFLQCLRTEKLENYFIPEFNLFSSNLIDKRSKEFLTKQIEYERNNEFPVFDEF
mcGAS inh – cyclic GMP-AMP synthase inhibitors, mouse, primary biochemical chemiluminescence; Q8C6L5; recombinant cGAS, Kinase-Glo ATP depletion luminescence; inhibition, % at 12.5 µM; hit rate 0.15% among 160,000;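 further: 0% = negative control wells and 100% = reference inhibitor with no enzyme activity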
NPYLR7 ag – agonists of mosquito NPYLR7 receptor, primary screen, cell-based, Aedes aegypti, calcium fluorescence, mosquito biting behavior | Aedes aegypti neuropeptide Y-like receptor 7 (NPYLR7) | HEK293T NPYLR7/Galpha15, GCaMP6s calcium fluorescence | activation, % at 10 µM | hit rate 0.15% among 270,000 | AID 1259423, 2018; in the data active means activation above about 40%;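 further: 0% = vehicle and 100% = reference agonist at the receptor; some compounds past the cut are filed as inactive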
Active calls of the source: *; · = not tested or not shown; & = joins results of further samples. Unless noted, no stated cut-off is given here; in the data, active means inhibition above about 40%; inactive means the rest. Some of the compounds tested. The share of hits here may be higher or lower than overall.

SMILES	hcGAS inh	mcGAS inh	NPYLR7 ag
n1onc2c1NC1Nc3nonc3NC1N2 (stereo not drawn)	-3	·	-6
CC(CN1CCN(C)CC1)Nc1cccc(F)n1 (stereo not drawn)	-21	·	-4
CC(N)C(=O)c1ccccc1 (stereo not drawn)	2	·	-14
CNC(=O)C(C1CCCC1)N1CCN(C(=O)COc2ccccc2)CC1 (stereo not drawn)	-3	-4	-9
CCC(C)n1[nH]c(=O)c2c1NC(=O)CSC2c1ccc(OC(C)C)cc1 (stereo not drawn)	-4	-6	3
CCNc1ccc(P(=S)(CC)CC)cc1	-3	·	-4
C[N+]1(C)CCOC(O)(c2ccc(-c3ccc(C4(O)C[N+](C)(C)CCO4)cc3)cc2)C1 (stereo not drawn)	-1&-5	-5	-5&-2
COc1ccccc1CC(C)N(C)C(=O)NC1C2CCOC2C1(C)C (stereo not drawn)	-8	·	1
O=c1[nH]c2ccccc2c(=O)n1CC1(N2CCOCC2)CCCCC1	-1	·	-17
COc1ccc(CC(=O)N2CCN(CC(OCc3c(F)cccc3F)c3ccc(Cl)cc3)CC2)cc1OC (stereo not drawn)	-8	-7	·
Cc1cc(C(=O)N2CCN(C)C3(CCN(C)CC3)C2)nc(C)n1	-6	·	15
CN[C@@H](C)[C@@H](O)c1ccccc1	-4&0	·	-4&4
CCOC(=O)N1CCN(C2CCCN(C(=O)Cc3ccccc3Cl)C2)CC1 (stereo not drawn)	-8	·	1
C[C@]12CCC(=O)C=C1CCC1C2CC[C@@]2(C)C1CC[C@@H]2O (stereo partly drawn)	-1	-2	-8
CCOc1ccc(CN2CCC3(CC2)C(=O)N(C)c2ccccc23)cc1CO	-1	·	-2
COCC(=O)N1CCCN(C)C2(CCN(C)CC2)C1	-1	-11	4
CNC(=O)Oc1cccc2c1OC(C)(C)C2	-4	·	-5
CCN(CC)C(=O)c1ccc(C2=CC3(CCNCC3)Oc3cccc(O)c32)cc1	-7	-6	4
COc1ccc2c(c1)c(C(=O)NCc1cnc(C)cn1)nn2Cc1ccc(C(=O)N(C)C)cc1	-1	-4	2
O=C(NCC1CCOCC1)c1cnc(Nc2ccc(Cl)cc2Cl)nc1C(F)(F)F	-4	-11	13
COc1cc2c(cc1OC)CN(C1CCCN(C(=O)Cc3ccccc3)C1)CC2 (stereo not drawn)	-8	-8	27
CN1C2CCC1CC(O)C2 (stereo not drawn)	-11	·	12
CCCCn1c(=O)c(C(=O)Nc2ccccn2)c(O)c2ccccc21	0	-4	7
CN(C)CC1CCCCC1OC(=O)c1ccc(Cl)c(Cl)c1 (stereo not drawn)	0	·	2
CCCC12CN3CC(C)(CN(C1)C3c1c(C)[nH]c(=O)[nH]c1=O)C2=O (stereo not drawn)	0	-2	·
Cn1nc(C(C)(C)C)c2c1N(CC(=O)NCc1cccnc1)C(=O)CSC2c1ccccc1Cl (stereo not drawn)	-6	-5	8
N#CC1C(=N)Oc2c(c(=O)oc3ccccc23)C1c1ccc(Cl)cc1 (stereo not drawn)	-5	-2	4
CC(C)CCCC1(C)C=Cc2c(O)c3c(c(CCC(C)C)c2O1)OC12C(CC4CC1C(C)(C)OC2(CCC(C)C(=O)O)C4O)C3=O (stereo not drawn)	-3	-3	·
CCC1CN(Cc2ccc(Cl)cc2F)CCN1C(C)C (stereo not drawn)	-9	·	-4
c1ccc(C(OCCN2CCCN3CCCC3C2)c2ccccc2)cc1 (stereo not drawn)	-10	·	-1
CCc1ccccc1NC(=O)c1cccn(Cc2ccccc2F)c1=O	-16	·	17
CCCSc1ncc(CN2CCN3CCN(C)CC3C2)cn1 (stereo not drawn)	-4	-20	26
COC1=C[C@@H]2C3=C([C@@H]2C1=O)[C@@H](NC(C)=O)CCc1cc(OC)c(OC)c(OC)c13	-5	·	-3
Clc1ccc(C2=CCCC3CCC2N3)cn1 (stereo not drawn)	-7	·	5
CCN(CCN1CCCC1)C(=O)C1C(C)(C)C1(C)C	3	·	2
CCC(NC(=O)c1cn(Cc2ccccc2C)nn1)c1ccc(C)cc1 (stereo not drawn)	-9	-9	·
Cc1ccc(Cl)cc1NP(=O)(OCC(F)(F)F)OCC(F)(F)F	-5	·	-7
CC(c1ccncc1)N(C)C(=O)Nc1ccc(C#N)c(C(F)(F)F)c1 (stereo not drawn)	6	·	-1
O=C(Nc1ccc2[nH]cc(CCN3CCOCC3)c2c1)C1C[C@H]1c1ccccc1 (stereo partly drawn)	-1	-3	6
Cc1cc[n+]2cc(-c3ccc(OC(=O)N(C)C)cc3)n(C)c2c1	-10	·	4

Laid out differently: 5 of the compounds above.
Results follow in this order: hcGAS inh | mcGAS inh | NPYLR7 ag
> CCCCn1c(=O)c(C(=O)Nc2ccccn2)c(O)c2ccccc21
    0 | -4 | 7
> CN(C)CC1CCCCC1OC(=O)c1ccc(Cl)c(Cl)c1 (stereo not drawn)
    0 | · | 2
> CCCC12CN3CC(C)(CN(C1)C3c1c(C)[nH]c(=O)[nH]c1=O)C2=O (stereo not drawn)
    0 | -2 | ·
> Cn1nc(C(C)(C)C)c2c1N(CC(=O)NCc1cccnc1)C(=O)CSC2c1ccccc1Cl (stereo not drawn)
    -6 | -5 | 8
> N#CC1C(=N)Oc2c(c(=O)oc3ccccc23)C1c1ccc(Cl)cc1 (stereo not drawn)
    -5 | -2 | 4

More records.
SMILES	hcGAS inh	mcGAS inh	NPYLR7 ag
C=C(C)[C@H]1Cc2c(ccc3c2O[C@@H]2COc4cc(OC)c(OC)cc4[C@@H]2C3=O)O1	-1&12	-3	-5&0
COc1cccc(C(C)NCC(O)c2ccc(C)cc2)c1 (stereo not drawn)	-4	·	6
CC(Cc1ccccc1)N(C)C (stereo not drawn)	-6	·	-13
COc1ccc2c(c1)c(C(=O)Nc1nn[nH]n1)c(C)n2C1CCCC1	-17	-16	4
CNC(=O)OCC[N+](C)(C)C	3	0	4
O=P(Nc1cccc2cccnc12)(Oc1ccccc1F)Oc1ccccc1F	-2	·	4
COc1cc2occc2c2oc(=O)ccc12	-5&6	0	-4&6
N[C@@H](Cc1ccc(N(CCCl)CCCl)cc1)C(=O)O	-3	-3	-4
CN1CCC(N(C)c2ccccc2CNCC2(O)CCOCC2)CC1	-9	·	3
CCN(CC)S(=O)(=O)c1ccc(Cn2nc(C(=O)Nc3ccc(N4CCCCC4)cc3)c3ccccc32)cc1	-8	-5	17
NCCc1ccc(Br)o1	-5	·	0
O=C(Nc1ccc2[nH]cc(CCN3CCCC3)c2c1)C1(c2ccc(Cl)cc2)CCCC1	-4	-4	1
Cc1cc2c(c(=S)[nH]1)C(=O)O/C2=C\c1c(C)[nH]c(C#N)c1C	-12	·	-1
Cc1c(N=Nc2c(O)[nH]c(=O)[nH]c2=O)c(=O)n(-c2ccccc2)n1C	-7	-5	-3
O=[N+]([O-])c1ccccc1CN1CCN(c2ccccc2)CC1	-6	-3	1
Cc1ccc(C(c2ccccc2)N2CCN(C(=O)Cc3ccccc3)CC2)cc1 (stereo not drawn)	-8	-9	16
Cc1ccc(CN2CCCC(C(=O)c3ccc4c(c3)OCO4)C2)cc1C (stereo not drawn)	-10	·	16
C=c1ccccc1=C1N=C(c2cccnc2)NO1	-4	-7	0
CN1CCN2C[C@@H](NC(=O)c3onc4ccccc34)C[C@H]2C1	-3	-2	-7
CCCCn1c(=O)c(C(=O)Nc2ccccc2)c(O)c2ccccc21	4	-7	-4
CC1(C)C(=O)[C@@H]2O[C@@H]2[C@@]2(C)C1C[C@@H](O)[C@]1(C)C2CC[C@@]2(C)[C@H](c3ccoc3)OC(=O)C3OC321 (stereo partly drawn)	2	·	2
N#CC1C(=N)Oc2c(c(=O)oc3ccccc23)C1c1ccc(F)cc1 (stereo not drawn)	-10	-1	-7
CCc1csc(N2CCN(C(C)C)CC2)n1	-5	·	17
C=CCN1C(=O)NC(=O)/C(=C/c2ccco2)C1=O	-2	-1	7
CCOP(=S)(NC(C)(C)C)OCC	-8	·	-14
CN1C(CC(O)c2ccccc2)CCCC1CC(O)c1ccccc1 (stereo not drawn)	-5	·	-4
Cc1ccccc1CC(=O)N1CCN(Cc2cccc(-c3noc(C4CCCC4)n3)c2)CC1	-4	-3	28
Cc1[nH]c2ccc(Cl)cc2c1C1=CCNCC1	-1	·	-12
O/N=C1/C2CN3CCN(C2)CC1(c1ccccc1)C3	-6	·	-10
COCCN(CC(=O)Nc1nc(CC(=O)N2CCN(Cc3ccc4c(c3)OCO4)CC2)cs1)C(=O)c1ccco1	-3	-4	11
CCOC(=O)[C@H]1CN(C(=O)C23CC4CC(CC(C4)C2)C3)[C@]2(C)C(=O)Nc3ccccc3[C@H]12	17	7	-5
COC(=O)c1ccc(C(=O)OC)c(NC(=O)c2cccn(Cc3ccccc3C)c2=O)c1	-3	·	14
Cc1cccc(COC(CN2CCN(C(=O)Cc3ccccc3)CC2)c2ccc(Cl)cc2)c1 (stereo not drawn)	-3	-6	11
O=C(c1ccc2c(c1)CCNC2)N1CCCC(O)(CO)C1 (stereo not drawn)	-5	-12	20
CC(C)(C)OC(=O)C1C(=N)OC2=C(C(=O)CCC2)C12C(=O)Nc1ccc(Br)cc12 (stereo not drawn)	-7	-6	-8
Nc1ccc(CC(N)c2csc(Nc3ncccn3)n2)cc1 (stereo not drawn)	-6	·	1
c1ccc2sc(Cc3cn4ccccc4n3)nc2c1	-6	·	7
CNCCc1c[nH]c2ccc(O)cc12	-5	-3	3
N#CC[Se]c1nc(N)cc(N)c1C#N	-18	·	4
CC1=C(C(=O)OC(C)C)C2(C(=O)Nc3ccccc32)C(C(=O)OC(C)C)C(=N)O1 (stereo not drawn)	0	1	1

Fetched by structure from the list above (4):
SMILES	hcGAS inh	mcGAS inh	NPYLR7 ag
c1ccc2sc(Cc3cn4ccccc4n3)nc2c1	-6	·	7
CC(C)(C)OC(=O)C1C(=N)OC2=C(C(=O)CCC2)C12C(=O)Nc1ccc(Br)cc12 (stereo not drawn)	-7	-6	-8
N#CC[Se]c1nc(N)cc(N)c1C#N	-18	·	4
CC1(C)C(=O)[C@@H]2O[C@@H]2[C@@]2(C)C1C[C@@H](O)[C@]1(C)C2CC[C@@]2(C)[C@H](c3ccoc3)OC(=O)C3OC321 (stereo partly drawn)	2	·	2

The results go on.
SMILES	hcGAS inh	mcGAS inh	NPYLR7 ag
Cc1nn(CCNC(C)Cc2ccccc2F)c(C)c1Cl (stereo not drawn)	1	-16	·
O=C(c1nn(Cc2ccc(OC(F)F)cc2)c2ccccc12)N1CCN(CCO)CC1	-7	-3	16
Cc1[nH]c2ccc(O)cc2c1CCN	-9	-6	2
CSc1ccc(C2N(c3ccccn3)C(=O)C3CCCN32)cc1 (stereo not drawn)	-7	-8	1
O=C(c1ccc(NS(=O)(=O)c2ccc3c(c2)OCCCO3)cc1)N1C2CCC1CC2	-6	-4	2
COCCCNC(=O)CN1C(=O)CSC(c2ccsc2)c2c(C(C)(C)C)nn(C(C)(C)C)c21 (stereo not drawn)	-3	-5	·
O=C(c1cc2ncccn2n1)N1C[C@@H](c2ccccc2)[C@@H]2[C@H]1C1CCN2CC1	-3	·	2
Cc1ccccc1-n1cc(C2=CCN(CCn3cc[nH]c3=O)CC2)cn1	-5	-9	3
CC(C)(O)[C@@H]1[C@H]2OC(=O)[C@@H]1[C@]1(O)C[C@H]3O[C@]34C(=O)O[C@H]2[C@]14C (tested in a mixture with another compound)	-5&-7	-3	-10&6
Cc1cnc(CNC(=O)c2nn(Cc3ccc(CN4C(=O)CN(C)C(=O)c5ccccc54)cc3)c3ccccc23)cn1	-4	-3	-1
CNC(C)c1nc2ccccc2c(=O)n1-c1ccc(Br)cc1 (stereo not drawn)	-1	·	1
CCN(C)CCc1c[nH]c2ccc(NC(=O)c3ccc(S(=O)(=O)F)cc3)cc12	-6	-5	3
Cc1nc2ccc(N)cc2c(=O)n1-c1ccccc1	-9	·	-2
Cc1nc2scc(CC(=O)N3CCN(Cc4ccccc4)CC3)n2c(=O)c1-c1cc(C)n(C)n1	-4	-5	·
CC1(c2ccccc2)C=NC2(CCNCC2)S1 (stereo not drawn)	-8	·	18
CC(Cc1cccc(F)c1)NCCc1nc2ccccc2[nH]1 (stereo not drawn)	1	·	18
CCCN(CCC)[C@@H]1CCc2ccc(O)cc2C1	-4	-4	-8
CC(=O)c1ccc(N2C[C@H](c3ccccc3)[C@@H]3[C@H]2C2CCN3CC2)nc1	-5	·	3
CC(=O)NS(=O)(=O)c1ccc(NC(=O)c2cccn(Cc3ccc(C)cc3)c2=O)cc1	-5	·	13
Cc1ccsc1C1N(c2ccccn2)C(=O)C2CCCN21 (stereo not drawn)	-8	-7	4
COCCN(Cc1cccs1)C(=O)c1nn(C)c2ccccc12	0	-2	4
COc1ccc2c(c1OC)C(=O)O[C@H]2[C@H]1c2cc3c(cc2CCN1C)OCO3	-4	-3	·
O=c1[nH]c(O)c(Cc2cccs2)c(=O)[nH]1	6	1	3
CCC1CN(Cc2cc(F)c(OC)c(Cl)c2)CCN1C(C)C (stereo not drawn)	-4	·	-1
C#CCOS(=O)OC1CCCCC1Oc1ccc(C(C)(C)C)cc1 (stereo not drawn)	-4	·	-4
CN1C(=O)C(=Cc2ccccc2OCc2ccc(Cl)cc2)C(=O)N(C)C1=O	-7	-6	4
CN(Cc1ccccc1)C(=O)c1ccc(Cn2nc(C(=O)NC3CCC3)c3ccccc32)cc1	-5	-4	20
Cc1ccc(NP(C(C)C)C(C)(C)C)nc1 (stereo not drawn)	2	·	-14

Compound activity deposited in PubChem by Fisher Drug Discovery Resource Center.
